High-throughput results deposited in PubChem BioAssay by several laboratories.
aDG glyco act – activators of alpha-DG glycosylation, primary screen, uHTS, Pro5-aDG cells, AlphaScreen | AID 624168, 2012 | alpha-DG glycosylation AlphaScreen (IIH6); 0% Pro5, 100% B10-LARGE cell signal | activation, % at 10 µM | actives 0.22% (n = 360,000);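 active means activation of at least 8% versus controls, or a plate z-score of at least 8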;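 further: Pro5 are CHO cells carrying HIG-tagged alpha-DG that lacks glycosylation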
MC4R antagonist – MC4R antagonists of cAMP signaling, primary screen, cell-based, TR-FRET, antagonist arm of biased-ligand search | MC4R-expressing cells, MTII-stimulated cAMP, LANCE TR-FRET | actives 0.48% (n = 360,000) | inhibition, % at 6.5 µM | Melanocortin receptor 4 (Homo sapiens), P32245;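 active means inhibition above its plate's cutoff, the mean of tested wells on that plate plus 3 SD, cut at about 29% in these data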;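 further: 0% = Melanotan II alone and 100% = Melanotan II plus saturating MCL0020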
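Material: U2OS-MC4R stable cell line | Reagent: Melanotan II challenge after compound preincubation | Doses: One concentration, 6.5 µM nominal | Incubation: 30-min compound preincubation, 1-h Melanotan II challenge, 1-h detection, room temperature | Signal: TR-FRET cAMP assay | Replicates: One well per compound, no replicates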
ABCB6 inh 2 – ABCB6 transporter inhibitors, primary screen, K562-ABCB6 cells, flow cytometry, MLPCN library | ATP-binding cassette sub-family B member 6 (Homo sapiens), Q9NP58 | K562-ABCB6 porphyrin accumulation, 1 h; stronger effect = lower value | fluorescence ratio to DMSO, % at 10 µM | actives 0.19% (n = 360,000);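 active means fluorescence ratio to DMSO below 75%, the collection mean minus 3 SD; inconclusive means too few cells collected in the well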;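 further: signal is porphyrin accumulated inside mitochondria; 100% equals median channel fluorescence of DMSO control wells; lower ratio means ABCB6 inhibition with less porphyrin fluorescence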
MC4R ag barr – MC4R agonists recruiting beta-arrestin, primary screen, cell-based, luminescence, agonist arm of biased-ligand search. Melanocortin receptor 4 (Homo sapiens), P32245. U2OS MC4R beta-arrestin complementation; percent of melanotan II response, DMSO zero. activation, % at 8.9 µM. actives 0.98% (n = 360,000). AID 540308, 2011;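 active means activation above a per-plate cutoff, the mean activation of sample wells on that plate plus 3 SD, cut at about 8% in these data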
Exocytosis inh – LAMP-1 surface exposure blockers, TALL-104 cells – cell-based, flow cytometry, MLPCN library, primary screen. actives 0.66% (n = 360,000). inhibition, % at 10 µM. TALL-104 LAMP-1 surface exposure; cells stimulated with thapsigargin and PMA. AID 651702, 2012;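 active means inhibition above about 55%, limit read from the data; inconclusive means no clear call, values can overlap the other calls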
NOD2 RIPK2 PPI – NOD2-RIPK2 binding disruptors in cells, primary screen, fluorescence, CHO cells, BLA complementation; actives 0.38% (n = 360,000); CCF4 ratio; AID 624267, 2012; inhibition, % at 4.98 µM; in the data active means inhibition above about 21%;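 further: 0% = vehicle only and 100% = reference blocker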
TLR9-MyD88 inh – inhibitors of TLR9-MyD88 association in cells, primary screen, cell-based, CHO, BLA complementation, fluorescence; AID 504734, 2011; inhibition, % at 4.98 µM; Toll-like receptor 9 (Homo sapiens) + Myeloid differentiation primary response protein …; actives 0.21% (n = 340,000); CCF4 FRET ratio;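 active means inhibition above the mean over all tested compounds plus 3 SD, cut at about 21% in these data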;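 further: 0% = DMSO only wells and 100% = clavulanate BLA inhibitor control wells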
Vif inh – HIV Vif self-association inhibitors, primary screen, imaging, HEK293T, single point; HEK293T cells, Vif self-association by quenched fluorescence, 24 h; inhibition, % at 7.49 µM; actives 0.35% (n = 340,000); AID 602346, 2012; in the data active means inhibition above about 50%, passing the limit was not always enough; inconclusive means no clear call, values can overlap the other calls; inactive means below about 31%; further: some results filed as inactive read as strong as hits
Glyco luc inh – increase of ERlucT glycosylation luciferase signal, primary screen, N-linked glycosylation inhibitor project, D54 ERlucT cells, luminescence, set 2 | actives 0.23% (n = 360,000) | reporter increase, % at 12.5 µM | AID 588692, 2011 | D54 ERlucT glycosylation luciferase reporter, 24 h; percent of 100 nM tunicamycin response;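 active means mean luciferase reporter signal, scaled so untreated is 0 and the glycosylation-blocking control 100, at or above a set limit in every replicate; inconclusive means mean reaches the limit but not every replicate does; inactive means mean below the limit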;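 further: luciferase carries N-glycosylation sites so blocking glycosylation raises the light; 0% = median of neutral control wells and 100% = median of 100 nM tunicamycin wells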
ABHD5 PLIN5 PPI – ABHD5-PLIN5 interaction inhibitors, primary screen, cell lysate, split luciferase complementation, luminescence. Perilipin-5 (Homo sapiens) + 1-acylglycerol-3-phosphate O-acyltransferase ABHD5 (Homo …. Split G. princeps luciferase complementation, 4 h. inhibition, % at 4 µM. actives 0.78% (n = 360,000). AID 602281, 2012;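 active means inhibition above the mean inhibition across every tested compound plus 3 SD, cut at about 22% in these data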;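 further: 0% = DMSO only wells and the 100% control is not disclosed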
Target sequence (Q00G26 whole entry, looked up): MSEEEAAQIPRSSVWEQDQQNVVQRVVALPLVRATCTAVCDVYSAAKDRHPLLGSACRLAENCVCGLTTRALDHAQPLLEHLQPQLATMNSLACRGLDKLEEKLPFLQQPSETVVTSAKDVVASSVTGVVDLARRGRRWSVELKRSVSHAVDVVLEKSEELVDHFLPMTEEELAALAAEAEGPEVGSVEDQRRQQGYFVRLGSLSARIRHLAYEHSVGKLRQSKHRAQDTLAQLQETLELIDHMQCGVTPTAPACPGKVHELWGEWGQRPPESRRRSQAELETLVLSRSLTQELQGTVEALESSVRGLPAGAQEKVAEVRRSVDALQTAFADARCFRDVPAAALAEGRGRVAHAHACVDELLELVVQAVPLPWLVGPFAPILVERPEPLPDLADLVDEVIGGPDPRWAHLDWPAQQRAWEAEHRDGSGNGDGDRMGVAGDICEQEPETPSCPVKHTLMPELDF
Target sequence (Q8WTS1 whole entry, looked up): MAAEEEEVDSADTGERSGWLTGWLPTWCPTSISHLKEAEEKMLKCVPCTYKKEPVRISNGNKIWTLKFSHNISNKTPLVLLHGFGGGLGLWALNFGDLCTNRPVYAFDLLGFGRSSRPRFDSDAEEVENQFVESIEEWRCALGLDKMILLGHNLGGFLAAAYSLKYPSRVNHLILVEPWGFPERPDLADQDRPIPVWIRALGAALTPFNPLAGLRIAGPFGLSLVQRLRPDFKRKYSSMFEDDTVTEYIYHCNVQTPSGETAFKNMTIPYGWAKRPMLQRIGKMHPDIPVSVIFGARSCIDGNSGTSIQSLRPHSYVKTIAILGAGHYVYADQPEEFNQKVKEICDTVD
The depositor's hits bear a star; ? = inconclusive; / = no result given. Not all compounds are listed; the hit share may differ from the screen's.

SMILES	aDG glyco act	MC4R antagonist	ABCB6 inh 2	MC4R ag barr	Exocytosis inh	NOD2 RIPK2 PPI	TLR9-MyD88 inh	Vif inh	Glyco luc inh	ABHD5 PLIN5 PPI
COc1ccccc1NC(=O)CSc1nc(=O)n2cc(C)ccc2n1	-0.5	14	93	-2.4	1	-1	-11	0	-1	2
COc1ccccc1N1CCN(C(=O)Cn2ncc3c([nH]c4ccccc43)c2=O)CC1	-0.4	-3	101	-2.8	-5	-2	-1	2	-1	-6
CCN(C(=O)COC(=O)/C(C#N)=C/c1ccc(N(C)C)cc1)C1CCS(=O)(=O)C1 (configuration not stated)	-0.3	0	99	-0.4	-8	-2	-1	?	0	-2
Cc1ccc2cc(C#N)c(N3CCCN(S(=O)(=O)c4ccccc4)CC3)nc2c1	-0.2	-7	106	-2.1	-2	1	-7	-8	3	-4
CC1CCCCN1C(=O)CSc1nc2ncccc2[nH]1 (configuration not stated)	0.0	10	99	-1.2	1	2	-5	-2	2	5
COc1ccc(-c2csc(N3C(=N)SCC3=O)n2)cc1	-0.2	5	97	-3.1	-2	-6	-2	/	-17	2
O=C(Nc1ccccc1)c1sc(N2CCOCC2)nc1-c1ccccc1	-0.1	20	102	1.5	-2	-2	-12	0	0	1
CCCOc1ccc(C(=O)NCc2cccnc2)cc1	-0.2	6	99	-1.3	-1	5	-11	-1	2	7
COc1ccc(/C(C)=N/Nc2ccccc2Cl)c(O)c1	0.0	11	98	1.4	-2	0	1	7	2	-1
C=CC[C@H]1Cc2c(cccc2[N+](=O)[O-])[C@H](CC=C)N1	0.1	1	103	0.3	0	20	-5	-1	-1	1
O=C(C[C@@H]1C/C=C\CCCC(=O)OC[C@@H](c2ccccc2)NC1=O)NCCO	0.1	14	107	-1.7	-11	-3	-4	/	1	7
CC(=O)Nc1ccc(/C=N/Nc2ccc(C(=O)c3c(C)cc4ccccn34)cc2[N+](=O)[O-])cc1	-0.2	5	93	1.5	5	4	0	-1	-1	3
CCN(CC)CCC(c1ccc2c(c1)OCO2)c1c(O)cc(OC)cc1OC (configuration not stated)	0.0	-1	96	-3.0	-3	-3	-3	1	-2	-4
Cc1noc(C)c1CSCC(=O)Nc1cc(S(=O)(=O)N2CCOCC2)ccc1OCC(F)(F)F	-0.3	15	101	-2.5	-2	6	-8	-11	-2	5
COc1ccccc1-c1ccc(SCC(=O)NCCc2ccccc2)nn1	0.2	6	92	0.6	-1	-3	-4	3	0	1
Cc1nccn1CCOc1ccccc1Cl	0.0	2	100	0.3	-6	3	-6	10	0	-5
CC(C)C(=O)N(Cc1cc2ccccc2[nH]c1=O)C(C)C	-0.3	8	107	-0.3	0	-8	-1	3	0	3
COc1cccc(C(=O)N[C@@H](C)C(=O)N2CCC3(CC2)NCCc2[nH]cnc23)c1	-0.2	-1	98	-2.7	-2	3	4	-6	2	-7
COc1ccc(C2(c3ccc(OC)cc3)NC(=O)N(CC(=O)Nc3cc(C)on3)C2=O)cc1	-0.1	2	100	-0.5	5	10	15	-14	0	-1
CCC(C(=O)NCc1ccco1)N(C(=O)CNS(=O)(=O)c1ccc(C)cc1)c1ccccc1OC (configuration not stated)	0.0	7	99	-2.0	0	11	-8	-2	0	-5
O=C(NNC(=O)c1cccnc1)c1ccncc1	-0.1	12	100	-1.4	-17	-7	-1	7	-1	-4
CCCn1nnc(NC(=O)c2ccc(Cl)cc2Cl)n1	-0.2	-7	93	-1.2	-5	-2	-1	20	-3	-3
FC(F)(F)c1cc(CCN2CCNC[C@@H]2c2ccccc2)cc(C(F)(F)F)c1	1.1	0	99	2.1	-4	-9	1	-3	-3	1
COc1ccc(CCNS(=O)(=O)c2cc3c4c(c2)CCN4C(=O)CC3)cc1	0.1	-5	105	-2.9	-11	-3	4	-6	0	6
COc1ccc(-c2cc(CNC(C)=O)on2)cc1	-0.1	0	99	-1.6	-3	-1	8	11	3	-1

The list continues:
SMILES	aDG glyco act	MC4R antagonist	ABCB6 inh 2	MC4R ag barr	Exocytosis inh	NOD2 RIPK2 PPI	TLR9-MyD88 inh	Vif inh	Glyco luc inh	ABHD5 PLIN5 PPI
CC12CCC(=O)N1C(C(=O)NCc1ccc(Cl)cc1Cl)CS2 (configuration not stated)	0.2	11	99	-0.7	-10	6	3	-10	3	-3
CCC(C)c1ccc(S(=O)(=O)N2CCN(S(=O)(=O)c3ccc(NC(C)=O)cc3)CC2)cc1 (configuration not stated)	0.1	7	95	1.8	3	-1	6	-1	-2	4
C/C(CC(O)(/C=N/O)c1ccccc1)=N\O (configuration not stated)	-0.1	0	99	-1.2	9	-6	4	5	2	2
O=C(CCSc1nnc2ccccn12)Nc1ccc(F)cc1	-0.1	9	104	-0.2	0	2	-2	13	4	5
CC1(C)CC(=O)c2cc(C(=O)NCc3ccco3)c(=O)n(-c3ccc(Cl)cc3)c2C1	0.4	9	95	-0.3	1	-1	3	-2	-1	-1
Cc1cccc(-c2noc(CN(C(=O)/C=C/c3ccccc3Cl)C(C)C)n2)c1	-0.2	2	98	-2.0	-5	-4	-4	-7	1	-10
CCCCCC(=O)N1C[C@H](O)[C@@H](n2cc(COC(=O)c3ccccc3)nn2)C[C@@H]1c1ccc(Cl)cc1	0.0	3	92	-1.2	-1	-7	-9	-2	-1	-10
COc1cc(C(=O)OCc2cc(=O)oc3c(C)c(C)ccc23)ccc1OC(F)F	-0.2	0	97	2.8	4	-12	15	12	-1	-4
Cc1ccc(C2(C)NC(=O)N(CC(=O)Nc3cc(S(=O)(=O)N4CCOCC4)ccc3OC(C)C)C2=O)cc1 (configuration not stated)	0.4	12	97	0.7	25	-4	-16	0	2	5
COc1cc(C(=O)n2cnc3ccccc32)c([N+](=O)[O-])cc1OC	-0.1	6	105	-0.1	1	0	-9	1	1	0
N#Cc1ccc(NC(=O)C2CC(c3ccc(F)cc3)=NO2)cc1 (configuration not stated)	-0.2	3	107	0.7	-2	-5	0	1	0	-8
NC(=O)CSc1nnc(-c2ccccc2)c(-c2ccccc2)n1	0.0	11	100	-2.1	-9	-7	-2	/	-1	8
COc1cc(-c2nc3cnccn3c2Nc2ccccc2)ccc1O	0.0	-1	93	-0.2	0	-13	2	17	16	-4
Cc1nc(-c2ccc(S(=O)(=O)NCC3CCN(C(=O)OC(C)(C)C)CC3)s2)cs1	-0.1	3	95	1.0	1	1	7	-13	-3	-1
Cc1ccc2nc(N3C(=O)C(O)=C(C(=O)c4ccco4)C3c3ccc(O)cc3)sc2c1 (configuration not stated)	0.5	4	226	0.1	-4	10	5	4	-1	-13
CCn1cc(C(=O)NCCC(=O)NCCO)c(=O)c2cc3c(cc21)OCO3	0.0	-2	96	0.5	10	1	2	-6	0	-1
COc1ccc(-c2ccc(C(=O)NCC3CC3)c3occc23)c(C)c1	0.5	18	100	1.2	-3	-2	/	-13	-2	-2
COc1ccccc1CN1CCN(Cc2nc(Cc3ccccc3)no2)CC1	-0.5	15	102	-2.0	-6	-11	-3	-4	2	-7
COc1cccc(CN2CCC(C(=O)N3CCN(c4ccccc4F)CC3)CC2)c1OC	0.7	1	100	-1.0	5	-8	2	?	-1	-3
CC(NS(=O)(=O)c1ccc(Br)cc1)C(=O)NC1CCCCCC1 (configuration not stated)	-0.3	14	94	-0.7	-7	-2	-17	1	0	-1
Nc1ccc(C(=O)N2CCN(S(=O)(=O)c3ccc(Cl)s3)CC2)cc1[N+](=O)[O-]	0.1	10	97	-0.5	-6	-2	-10	7	-1	5
O=P(OC1CCCCC1)(OC1CCCCC1)C(O)c1ccccc1 (configuration not stated)	0.3	0	97	-0.1	1	2	-4	7	-1	-7
CC(=O)Nc1ccc(-c2csc(NCc3ccccc3)n2)cc1	-0.6	24	96	-1.6	2	-3	10	5	1	1
Cc1ccc(CC(=O)NCCC(=O)O)cc1	-0.1	8	101	2.0	-2	-1	-8	-9	-1	-8
COc1ccc(C(=O)NCCc2cccc(Cl)c2)cc1OC1CCN(C(C)=O)CC1	0.1	3	96	1.8	5	-15	1	-2	0	1

The listing continues:
SMILES	aDG glyco act	MC4R antagonist	ABCB6 inh 2	MC4R ag barr	Exocytosis inh	NOD2 RIPK2 PPI	TLR9-MyD88 inh	Vif inh	Glyco luc inh	ABHD5 PLIN5 PPI
CN(C)C(=S)Nn1c(-c2ccccc2)nc2ccccc2c1=O	0.9	-2	103	2.2	-2	-5	8	1	2	1
C=CCn1nnnc1SCC(=O)Nc1cccc(C(F)(F)F)c1	-0.3	-1	105	-3.0	-9	-13	4	-8	2	8
CC(C)(C)NC(=O)C(=O)NN=C1CCCCCC1	0.0	10	103	-0.9	-4	-9	2	8	3	0
CCNc1nnc(-c2ccc(C)cc2)o1	0.1	0	90	-1.5	0	1	14	33	-2	-4
O=C(COC(=O)c1ccc([N+](=O)[O-])cc1)NCCC1=CCCCC1	-0.1	5	97	2.1	-8	-4	-9	-8	1	-4
COc1ccc(CCC(=O)N2CCN(S(=O)(=O)c3ccc(C)cc3)CC2)cc1	-0.3	9	103	-1.4	-3	-2	-7	21	-1	-14
O=C1CCc2cc(S(=O)(=O)Nc3ccc(F)cc3)ccc2N1	0.4	0	95	0.3	-2	6	5	0	-1	-5
CC(=O)Nc1ccc(S(=O)(=O)NCCCN2CCOCC2)cc1	0.0	3	98	0.2	2	-10	6	11	0	11
COCCCNc1nc2ccccc2nc1NS(=O)(=O)c1ccc(OC)cc1	0.0	13	97	-0.6	2	-1	-5	-6	-1	-1
COc1ccc(-c2cc(C(F)(F)F)nc(NC3CCCC3)n2)cc1OC	0.1	3	90	-1.8	0	-5	4	/	/	-18
CN(CC(=O)Nc1ccccc1Cl)C(=O)c1cccc(S(=O)(=O)N2CCN(c3ccc(F)cc3)CC2)c1	2.3	8	92	-2.1	6	-6	-6	-10	-2	6
Cc1ccc(/C=N/Nc2nc(N3CCCCC3)nc(N3CCCCC3)n2)o1	-0.9	12	99	-0.1	-2	1	-4	-3	0	-6
O=C(Nc1ccc(C(=O)O)cc1)/C(=C/c1cccc(Br)c1)NC(=O)c1ccco1	0.0	6	101	-2.1	2	-2	-1	4	4	5
O=C(NCc1ccccc1)c1ccc(F)c(S(=O)(=O)N2CCOCC2)c1	-0.1	7	99	-0.8	1	-3	5	12	0	2
